# Screening data (PubChem)
# GLS inh: glutaminase GLS (human) inhibition | O94925 | GLS enzymatic activity, qHTS titration | Potency, µM (titrated, usually from 45.5 µM), without a hit: at the top dose activity change, negative = inhibition, hits mostly inhibitors | actives 0.21% (n = 410,000) | AID 624170; note: potency is the fitted concentration of half-maximal effect; % is set by controls: 0 for no effect and ±100 for the full control effect
# Target sequence (O94925 whole entry, looked up): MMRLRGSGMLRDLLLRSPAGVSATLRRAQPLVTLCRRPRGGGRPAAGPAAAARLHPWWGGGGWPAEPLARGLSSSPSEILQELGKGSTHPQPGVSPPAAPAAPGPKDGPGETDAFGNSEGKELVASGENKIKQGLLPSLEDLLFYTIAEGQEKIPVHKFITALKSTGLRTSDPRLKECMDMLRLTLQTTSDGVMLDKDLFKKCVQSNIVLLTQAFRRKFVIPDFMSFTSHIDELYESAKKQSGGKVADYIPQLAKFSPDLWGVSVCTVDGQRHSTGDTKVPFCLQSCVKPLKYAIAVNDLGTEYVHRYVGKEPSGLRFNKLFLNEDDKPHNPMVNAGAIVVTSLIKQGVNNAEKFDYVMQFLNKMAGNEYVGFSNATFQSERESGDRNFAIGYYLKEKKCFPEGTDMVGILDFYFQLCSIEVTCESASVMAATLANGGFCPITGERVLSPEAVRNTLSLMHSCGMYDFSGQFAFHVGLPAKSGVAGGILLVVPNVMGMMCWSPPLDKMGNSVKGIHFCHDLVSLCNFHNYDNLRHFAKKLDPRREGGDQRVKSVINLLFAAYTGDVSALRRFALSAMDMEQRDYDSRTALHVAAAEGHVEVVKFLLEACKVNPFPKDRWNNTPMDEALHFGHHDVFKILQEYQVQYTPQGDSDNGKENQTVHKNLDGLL
#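 Enzyme dispensed in phosphate buffer (45 mM, pH 8.2, 0.02% Tween-20), compounds pinned in, then 1 mM L-glutamine solution and the glutamate oxidase–HRP–Amplex Red mix added; fluorescence read immediately and again after 30 min at room temperature.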
# BAZ2B inh: inhibitors of human BAZ2B bromodomain. Q9UIF8. AlphaScreen BAZ2B-H3K14Ac peptide displacement. Potency, µM (series often up to 114 µM), for the others: at the top dose activity change, negative = inhibition, most hits filed as inhibitors. actives 4.4% (n = 360,000). AID 504333; note: potency is the fitted concentration of half-maximal effect; % is set by controls: 0 for no effect and ±100 for the full control effect; nearly all actives have a fitted effect of over 60% in size
#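 Multi-concentration screen (max 110 uM) measuring displacement of acetylated histone H3 peptide from BAZ2B by AlphaScreen, using 50 nM protein, 50 nM peptide and 10 ug/mL streptavidin donor plus Ni-chelate acceptor beads.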
# HP1b binding inh: inhibitors of HP1-beta chromodomain binding to methylated histone tails; P83916; AlphaScreen HP1-beta / biotin-H3K9me3 peptide binding; Potency, µM (series often up to 114 µM), without a hit: at the highest dose activity change, negative = inhibition, actives largely listed as inhibitors; actives 0.56% (n = 390,000); note: potency is the fitted concentration of half-maximal effect; nearly all actives have a fitted effect of over 70% in size; inactives centre near 23
#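 HP1-beta protein (50 nM final) preincubated 30 min at room temperature with biotinylated H3(1-18)K9me3 peptide (50 nM) in PBS pH 7.4, 0.01% Tween-20, then compound added for 30 min. AlphaScreen streptavidin donor/nickel chelate acceptor beads (10 ug/mL final), 30 min dark, luminescence read.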
# Pol eta inh: inhibitors of human DNA polymerase eta | recombinant Pol eta, fluorescent DNA replication assay | Potency, µM (highest dose often 114 µM), for the others: at the top dose activity change, negative = inhibition, usual class: inhibitors | actives 1.2% (n = 390,000) | AID 588591; note: potency is the fitted concentration of half-maximal effect; % is set by controls: 0 for no effect and ±100 for the full control effect
#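 Pol eta at 10 nM preincubated with compounds 15 min at room temperature; reaction started with fluorescent substrate (50 nM final) and read kinetically at 0 and 10 min.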
# PI4K2A inh: PI4K2A (human) kinase inhibition. purified PI4K2A, ADP-Glo luminescence, 1 h; active compounds read low. actives 0.13% (n = 420,000). activity change, negative = inhibition, % at 76.9 µM. AID 1346378; in the data active = activity change below about -50%; inconclusive = mostly about -30% to -49%;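 note: -100% = wells without enzyme as full effect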
#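 Compounds are screened against recombinant PI4K2A using PI as substrate and ATP, the latter dispensed at 300 microM. Reactions run one hour at ambient temperature before ADP-Glo detection; full inhibition defined by wells lacking enzyme.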
# Pin1 inh: blocks the human prolyl isomerase Pin1; Potency, µM (top dose mostly 115 µM), without a hit: at the top dose activity, negative = inhibition, hits mostly inhibitors; actives 0.009% (n = 390,000); Pin1 FP peptide displacement, HiFluor488, 10 min; active = well fitted inhibition curve with a large enough effect in the polarisation, with a control signal flat, not every such curve was filed as active; inconclusive = small, poorly fitted or top-dose-only effect, or effect the other way, or a change in a side signal; inactive = no such curve, though single readings can be large or run the other way; the % refers to the polarisation; note: potency is the fitted concentration of half-maximal effect; % is set by controls: 0 for no effect and ±100 for the full control effect
# G9a inh: blocks human histone lysine methyltransferase G9a; Q96KQ7; G9a H3K9 monomethylation, AlphaScreen, 2 h; Potency, µM (series often up to 102 µM), inactives show at the top dose activity, negative = inhibition, actives largely listed as inhibitors; actives 8.8% (n = 350,000); note: potency is the fitted concentration of half-maximal effect; % is set by controls: 0 for no effect and ±100 for the full control effect; nearly all actives have a fitted effect of over 75% in size
# Target sequence (Q96KQ7 913-1193 limits assumed): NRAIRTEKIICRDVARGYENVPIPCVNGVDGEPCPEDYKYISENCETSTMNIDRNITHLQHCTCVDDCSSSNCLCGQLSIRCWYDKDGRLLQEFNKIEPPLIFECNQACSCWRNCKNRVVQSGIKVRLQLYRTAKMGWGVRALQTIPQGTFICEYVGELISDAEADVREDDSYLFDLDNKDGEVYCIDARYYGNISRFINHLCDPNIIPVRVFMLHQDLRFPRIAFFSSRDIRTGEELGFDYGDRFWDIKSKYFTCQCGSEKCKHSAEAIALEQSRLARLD
#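 Using a bead-based AlphaScreen, monomethylated H3K9 product from 2 h room-temperature reactions (G9a 20 nM, peptide 500 nM, SAM 20 uM) was detected with 0.5 ug/mL rabbit anti-H3K9me1 antibody.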
# Tb PGK inh: T. brucei PGK inhibition; PGK/GAPDH coupled, Kinase-Glo luminescence, 60 min; Potency, µM (highest dose often 57.5 µM), for inactives: top-dose activity change, negative = inhibition, most hits filed as inhibitors; AID 602233; actives 0.043% (n = 380,000); P07378; note: potency is the fitted concentration of half-maximal effect; % is set by controls: 0 for no effect and ±100 for the full control effect; nearly all actives have a fitted effect of over 60% in size
#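 Luminescent ATP detection (Kinase-Glo Plus) follows a 60-minute room-temperature incubation, with wells lacking PGK as controls. Buffer: 100 mM TEA (pH 7.6), 5 mM MgCl2, 0.01% Tween-20. Coupling enzyme GAPDH (100 nM final) supplies unstable 1,3-BPG in-well.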
# JMJD2A Tudor: JMJD2A Tudor domain (human) inhibition; O75164; AlphaScreen JMJD2A-Tudor / H3K4me3 peptide binding; Potency, µM (highest dose often 114 µM), inactives show top-dose activity change, negative = inhibition, usual class: inhibitors; actives 4.4% (n = 390,000); AID 504339; note: potency is the fitted concentration of half-maximal effect; % is set by controls: 0 for no effect and ±100 for the full control effect; nearly all actives have a fitted effect of over 50% in size
# * marks the source's active call; other numbers are inactive results; i = inactive; ? = inconclusive; · = not tested or not shown; [ ] = another dose, or the depositor's remark. Unless noted, calls come from the whole dose curve; as a rule, active = well fitted curve in the direction sought with a large enough effect; inconclusive = small, poorly fitted or top-dose-only effect, or another doubt; inactive = no such curve, though single readings can be large; an effect the other way counts as inactive or inconclusive.
mol	G9a inh	HP1b binding inh	Pol eta inh	PI4K2A inh	BAZ2B inh	Pin1 inh	GLS inh	JMJD2A Tudor	Tb PGK inh
C=CCN1C(=O)C2(OCCCO2)c2c(C)ccc(C)c21	8%	47%[activator]	-15%	-2	-2%	-1%	0%	15%	-4%
COc1cccc2[nH]c(C(=O)NCc3ccc4c(c3)CCN4C(=O)c3ccc(F)cc3)cc12	-2%[59 µM]	0%	-15%	-3	-20%	?	0%	-29%	i
COc1ccccc1NC(=O)N1CCN(c2ccccc2F)CC1	7%[12.7 µM]	42%[activator]	-4%	1	2%	-3%	28%	-17%	4%
COc1cc2c(cc1OC)C1=C(C#N)CC/C(=N\S(=O)(=O)c3cccc(Cl)c3)N1CC2	-42%	2%	-5%	2	-20%[57.1 µM]	56%[activator]	3%	-24%	-6%
COc1cc(/C=C/C(=O)O)cc(S(=O)(=O)Nc2ccc3c(c2)OCO3)c1OC	-5%	40%[activator]	-12%	-17	-21%	-6%	13%	-10%	-4%
O=C(NCc1nc2ccccc2[nH]1)c1ccc(S(=O)(=O)N2CCCC2)cc1	1%	44%[activator]	-11%	1	-17%	9%	17%	-4%	-6%
Cc1ccc(C(=O)NC2CC(C)(C)NC(C)(C)C2)cc1S(=O)(=O)N1CCOCC1	·	11%	1%	-4	·	-2%	10%	-6%	-4%
COc1cccc(C(=O)c2sc(NC(C)C)nc2N)c1	?	-8%	-7%	9	?	-4%	3%	-26%	2%
CCOC(=O)c1c(C)nc(-c2ccccc2)nc1NC(C)=O	-3%[59 µM]	29%	-8%	-6	·	11%	8%	3%	-3%
CC1CC(C)CN(C(=O)Cn2c(=O)n(CCCCC(=O)NCc3ccco3)c(=O)c3ccccc32)C1 (centres undefined)	-10%[12.7 µM]	22%	-18%	-3	-20%	-1%	-1%	-10%	2%
CCCCCN1CC(=O)N2[C@@H](Cc3c([nH]c4ccccc34)C2(C)C)C1=O	19%	3%	-9%	-1	6%	8%	4%	-3%	6%
O=C(CNC(=O)c1ccc(Br)o1)OCc1ccc(Br)cc1	9%[2.33 µM]	20%	0%	-1	3%	-4%	6%	2%	3%
COc1ccccc1OCCC(=O)OCC(=O)Nc1ccc(Br)cc1F	3%	35%	-12%	6	-9%	4%	2%	4%	-4%
COc1cc(CNC2CCCCCC2)cc(OC)c1OC	18µM*	24%	-7%	9	?	-9%	1%	10µM*	i
Cc1ccc(NC(=O)CN2CCSc3ccc(S(=O)(=O)N4CCCC4)cc32)cc1C	-33%[59 µM]	7%[57 µM]	-15%	3	-19%	25%	-9%	-30%	-8%
Cc1ccc(-c2nc(-c3ccncc3)no2)c(Cl)c1	·	191%[activator]	-14%	-5	3%	43%[activator]	6%	-19%	i
COc1ccc(CN2CCNC(=O)C2CC(=O)N2CCc3ccccc3C2)c(OC)c1 (centres undefined)	·	34%[57 µM]	-14%	5	-13%	3%	0%	-11%	-5%
NC(=O)C1(N2CCCCC2)CCN(C(=O)NC2CCCCC2)CC1	13%	36%	-14%	-2	?	-2%	-3%	12%	-8%
Clc1ccccc1CNCc1ccc2c(c1)OCO2	·	·	-8%	2	·	·	-1%	·	-2%
O=C(NC1CCCC1)c1ccc2c(=O)n(Cc3ccccc3)c(SCc3ccccc3)nc2c1	8%[59 µM]	32%[57 µM]	-14%	0	-1%	8%	-12%	-7%	-9%
COc1ccc(CNC(=O)c2ccc3c(c2)NC(=O)C(CS(=O)(=O)Cc2ccccc2Cl)N3)cc1 (centres undefined)	11µM*	-8%	?	5	8%[57.1 µM]	?	2%	-30%	-5%
CC(=O)Nc1ccc(NC(=O)c2oc3ccc4c(c3c2C)C(=O)CC(C)(C)O4)cc1	-18%[59 µM]	13%	-15%	-4	-31%	16%	-3%	-24%	i
COc1ccccc1CN1CCNC(=O)C1CC(=O)N(C)Cc1ccon1 (centres undefined)	-44%	12%	-13%	-3	-3%	-4%	4%	-7%	-11%
O=C(NNC(=S)NC1CC2C=CC1C2)c1cccnc1 (centres undefined)	2%	29%	-4%	2	-7%	1%	-34%	-10%	-9%
Cc1ccc(NC(=O)N2CCc3cc(S(=O)(=O)N4CCC(C)CC4)ccc32)cc1F	-15%[59 µM]	27%	·	-1	-2%	0%	-14%	1%	·
Cc1c(C(=O)N2CCCC2)oc2c1-c1nn(CC(=O)NCc3ccc(OC(C)C)cc3)cc1CC2	?	-11%	-19%	-2	?	1%	-8%	?	-3%
O=C(OCc1nnc(-c2ccccc2)o1)c1ccc(CO)cc1	-3%	26%	1%	-1	-5%	0%	2%	1%	-4%
O=C(N/N=C/c1ccccc1)c1ccco1	-3%	18%	-12%	-2	-3%	1%	5%	10%	0%
CCNC(=O)CC1SC(=Nc2ccc(Cl)cc2)N(CC)C1=O (centres undefined)	?	29%	3%	-2	-2%	-4%	8%	-4%	i
O=C(NC1CCCCC1)C1CC(O)CN1C(=O)OCc1ccccc1 (centres undefined)	-17%[12.7 µM]	28%	-9%	0	-2%	4%	11%	0%	10%
O=C(NCc1ccco1)C1CCCN(S(=O)(=O)c2cccc3nsnc23)C1 (centres undefined)	-21%[59 µM]	13%	-8%	-6	7%	-6%	5%	0%	i
O=C(CSc1nc(N2CCOCC2)nc(N2CCOCC2)n1)Nc1ccc([N+](=O)[O-])cc1	·	36%	-10%	0	16%	2%	6%	-3%	2%
CN(Cc1ccccc1)C(=O)C1CCN(S(=O)(=O)c2ccc3c(c2)oc(=O)n3C)CC1	-18%[59 µM]	37%	-12%	-8	-13%	2%	-4%	-12%	i
O=C1C2Sc3[nH]c(=O)sc3C(c3ccccc3)C2C(=O)N1c1ccccc1 (centres undefined)	-4%[0.501 µM]	4%	-2%	-11	?	-11%	28%	-33%	-6%
C/C(=N\NS(=O)(=O)c1ccc(C)cc1)c1cc2ccccc2oc1=O	-25%	36%	-11%	-5	-1%	-1%	0%	-6%	i
COc1ccc(NC(=O)CSc2nnc(C3CC3)n2C)cc1S(=O)(=O)N1CCCCC1	-4%[59 µM]	32%	-6%	1	-5%	1%	-1%	-10%	-2%
CC1CCN(S(=O)(=O)c2ccc(NC(=O)c3ccccc3F)cc2)CC1	-13%	2%	-12%	-3	5%	0%	-3%	-11%	i
C#CCN(C(=O)c1ccc(OC2CCN(C(=O)CCOC)CC2)cc1)C1CCCCC1	45%	45%[activator]	-3%	1	-3%	-6%	-1%	0%	-3%
Cn1c(=S)oc2ccccc21	-1%	28%	-21%	2	-2%	-5%	-2%	9%	-9%
O=C(CCCOc1ccccc1)NCC1CCCO1 (centres undefined)	10%[12.7 µM]	23%	1%	4	-26%	-3%	-3%	-8%	10%

# Six consecutive entries out of the list so far:
mol	G9a inh	HP1b binding inh	Pol eta inh	PI4K2A inh	BAZ2B inh	Pin1 inh	GLS inh	JMJD2A Tudor	Tb PGK inh
O=C(N/N=C/c1ccccc1)c1ccco1	-3%	18%	-12%	-2	-3%	1%	5%	10%	0%
CCNC(=O)CC1SC(=Nc2ccc(Cl)cc2)N(CC)C1=O (centres undefined)	?	29%	3%	-2	-2%	-4%	8%	-4%	i
O=C(NC1CCCCC1)C1CC(O)CN1C(=O)OCc1ccccc1 (centres undefined)	-17%[12.7 µM]	28%	-9%	0	-2%	4%	11%	0%	10%
O=C(NCc1ccco1)C1CCCN(S(=O)(=O)c2cccc3nsnc23)C1 (centres undefined)	-21%[59 µM]	13%	-8%	-6	7%	-6%	5%	0%	i
O=C(CSc1nc(N2CCOCC2)nc(N2CCOCC2)n1)Nc1ccc([N+](=O)[O-])cc1	·	36%	-10%	0	16%	2%	6%	-3%	2%
CN(Cc1ccccc1)C(=O)C1CCN(S(=O)(=O)c2ccc3c(c2)oc(=O)n3C)CC1	-18%[59 µM]	37%	-12%	-8	-13%	2%	-4%	-12%	i

# Ordered by the number under HP1b binding inh (highest first): 5 from the list above.
smiles	HP1b binding inh
CCNC(=O)CC1SC(=Nc2ccc(Cl)cc2)N(CC)C1=O (centres undefined)	29%
O=C(OCc1nnc(-c2ccccc2)o1)c1ccc(CO)cc1	26%
O=C(CCCOc1ccccc1)NCC1CCCO1 (centres undefined)	23%
CC1CCN(S(=O)(=O)c2ccc(NC(=O)c3ccccc3F)cc2)CC1	2%
Cc1c(C(=O)N2CCCC2)oc2c1-c1nn(CC(=O)NCc3ccc(OC(C)C)cc3)cc1CC2	-11%

# An excerpt; count on the stated rates, not on these rows.
